VLA-4 inh = inhibition in a human VLA-4 binding assay; actives 0.2% (n = 330,000); AID 2557; P13612; inhibition, % (about 7 µM as worked out from the volumes in the protocol); VLA-4 expressing cells, ligand binding flow cytometry; in the data active = inhibition above about 50%
Target sequence (P13612 whole entry, looked up): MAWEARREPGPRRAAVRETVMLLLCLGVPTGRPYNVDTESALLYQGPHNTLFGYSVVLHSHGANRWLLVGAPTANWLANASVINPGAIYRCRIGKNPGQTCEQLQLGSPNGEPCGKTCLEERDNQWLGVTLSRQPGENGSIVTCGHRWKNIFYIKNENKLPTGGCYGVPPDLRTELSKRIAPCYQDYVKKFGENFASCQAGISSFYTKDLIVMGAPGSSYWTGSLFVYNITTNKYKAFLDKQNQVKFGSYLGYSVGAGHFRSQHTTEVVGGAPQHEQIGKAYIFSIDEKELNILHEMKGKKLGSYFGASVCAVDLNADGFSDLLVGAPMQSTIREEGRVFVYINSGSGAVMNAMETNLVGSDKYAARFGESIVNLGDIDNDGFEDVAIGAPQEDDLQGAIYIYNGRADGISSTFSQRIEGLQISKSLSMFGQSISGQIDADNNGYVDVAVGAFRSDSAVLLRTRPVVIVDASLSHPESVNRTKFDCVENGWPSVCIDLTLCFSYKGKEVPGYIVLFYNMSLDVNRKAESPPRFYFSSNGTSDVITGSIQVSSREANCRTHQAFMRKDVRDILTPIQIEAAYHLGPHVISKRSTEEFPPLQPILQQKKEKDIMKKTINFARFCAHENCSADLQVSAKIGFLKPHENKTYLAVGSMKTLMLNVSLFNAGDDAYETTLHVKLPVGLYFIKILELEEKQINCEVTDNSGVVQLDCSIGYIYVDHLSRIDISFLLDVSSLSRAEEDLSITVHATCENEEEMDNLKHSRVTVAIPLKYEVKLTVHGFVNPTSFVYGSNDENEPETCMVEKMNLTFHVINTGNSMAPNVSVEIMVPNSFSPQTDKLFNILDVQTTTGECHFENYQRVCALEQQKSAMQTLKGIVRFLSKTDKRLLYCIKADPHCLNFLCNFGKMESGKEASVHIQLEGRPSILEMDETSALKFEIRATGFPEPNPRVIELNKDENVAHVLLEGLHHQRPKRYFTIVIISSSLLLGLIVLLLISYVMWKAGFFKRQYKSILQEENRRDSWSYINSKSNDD
MEX-5 binding = C. elegans MEX-5 TCR-2 RNA binding activity. Q9XUB2. MEX-5/FITC-TCR2 RNA binding, fluorescence polarization; stronger effect = lower value. activity score (negative = inhibition of binding), % at 10 µM. actives 0.38% (n = 300,000). AID 1832;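 active = inhibition past about -25% in most replicates, and total fluorescence under double the plate's negative control median, limit read from the data; inconclusive = replicates evenly split on the limit, or fluorescence at least double controls; inactive = too little inhibition in most replicates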;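 also: 0% = DMSO and -100% = 5 µM competing unlabeled TCR2 RNA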
MCL1-BIM inh = MCL1-BIM-BH3 interaction inhibition (human); Q07820; GST-MCL1 / FITC-Bim-BH3 fluorescence polarization; inhibition, % at 10.9 µM; actives 0.68% (n = 320,000); AID 2057;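 active = inhibition above the mean inhibition of all tested compounds plus 3 SD, set per campaign, cut at about 40% in these data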;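 also: 0% = DMSO wells and 100% = unlabeled Bim-BH3 peptide control; higher means more loss of mP so more displacement of Bim peptide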
GLD-1 TGE inh = GLD-1-TGE RNA interaction inhibition (C. elegans); Q17339; purified GLD-1 + fluorescein TGE RNA, fluorescence polarization; inhibition, % at 5.96 µM; actives 0.44% (n = 320,000);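 active = percent inhibition above a per-plate cutoff, the plate mean of test compounds plus 3 SD, cut at about 30% in these data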;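 also: 0% = DMSO wells with GLD-1 and probe and 100% = wells lacking GLD-1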
CIT2 TOR yeast = yeast TOR pathway CIT2-GFP modulation. S. cerevisiae CIT2-GFP strain, flow cytometry, 3 h; 100 means same as DMSO wells. GFP response vs DMSO, % at 10 µM. actives 0.065% (n = 320,000);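 active = GFP response relative to DMSO above a set limit, near the screen mean plus 3 SD, cut at about 150% in these data; inconclusive = Fewer than 70 cells measured for a yeast strain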;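 also: ratio of well median GFP fluorescence to mean of DMSO wells on the plate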
AGP1-GFP MLPCN = alters AGP1-GFP fluorescence in TOR pathway yeast screen; S. cerevisiae AGP1-GFP multiplex flow cytometry, 3 h; GFP as percent of DMSO wells; GFP response vs DMSO, % at 10 µM; actives 0.02% (n = 320,000); AID 2066;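 active = GFP response relative to DMSO above a set limit, near screen average plus 3 SD, cut at about 150% in these data; inconclusive = fewer than 70 cells counted for the yeast strain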;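 also: median GFP channel fluorescence of the gated AGP1 strain per well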
GRK2 inh = inhibitors of human GRK2 displacing RNA aptamer; P25098; bead flow cytometry, FAM-aptamer displacement from GRK2; inhibition of aptamer binding, % at 10 µM; actives 0.59% (n = 330,000);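 active = inhibition of aptamer binding above 40%, roughly 3 SD of noise, on plates passing a quality check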;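 also: median bead fluorescence of bound FAM aptamer so fluorescent compounds give negative values; no value below 0 was filed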
BCLXL inh = Bcl-xL (human) inhibition | GST-Bcl-xL / FITC-Bim BH3 peptide fluorescence polarization | Q07817 | actives 0.7% (n = 320,000) | inhibition, % at 10.9 µM | AID 2129;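 active = inhibition above the mean of all tested compounds plus 3 SD, cutoff set per campaign, cut at about 30% in these data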;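 also: 0% = DMSO wells and 100% = unlabeled Bim-BH3 peptide competitor; inhibitors lower millipolarization by displacing the labeled peptide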
Fam108B inh = blocks mouse Fam108B hydrolase in RBBP9 counter-screen; recombinant Fam108B, FP-Rh probe fluorescence polarization; inhibition, % at 9.51 µM; actives 0.33% (n = 300,000); AID 1947;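 active = inhibition above the screen mean inhibition plus 3 SD, computed separately per campaign, cut at about 18% in these data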;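 also: inhibitors lower polarization as less probe binds the enzyme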
Active calls of the source: *; ? = inconclusive; · = not tested or not shown.

Preview (two entries):
SMILES	VLA-4 inh	MEX-5 binding	MCL1-BIM inh	GLD-1 TGE inh	CIT2 TOR yeast	AGP1-GFP MLPCN	GRK2 inh	BCLXL inh	Fam108B inh
CCSc1nnc2nc3[nH]c4c(C)cccc4c3nn12	33	-1.3	2	-1	104	105	0	5	2
O=C(c1ccc(Cl)cc1)N1N=CCC1(O)c1ccc(Cl)cc1 (centres undefined)	6	-0.6	1	2	90	92	1	-1	-2

This part in full, from the start:
SMILES	VLA-4 inh	MEX-5 binding	MCL1-BIM inh	GLD-1 TGE inh	CIT2 TOR yeast	AGP1-GFP MLPCN	GRK2 inh	BCLXL inh	Fam108B inh
CCSc1nnc2nc3[nH]c4c(C)cccc4c3nn12	33	-1.3	2	-1	104	105	0	5	2
O=C(c1ccc(Cl)cc1)N1N=CCC1(O)c1ccc(Cl)cc1 (centres undefined)	6	-0.6	1	2	90	92	1	-1	-2
O=C(Nc1ncc(Cc2cccc(Cl)c2Cl)s1)c1ccc([N+](=O)[O-])cc1	26	0.2	8	11	93	98	0	6	6
CC(C)C(C(=O)NC1CCCC1)N(CC1CCCO1)C(=O)CNS(=O)(=O)c1ccccc1 (centres undefined)	15	1.7	1	-1	?	?	1	-1	-1
COc1ccc(C(=O)Nc2cccnc2Sc2ccc(Cl)cc2)cc1	2	1.1	11	2	88	102	2	8	-5
CN(C(=O)CSc1nc2scc(-c3ccccc3)c2c(=O)[nH]1)c1ccccc1	-25	·	·	-7	82	96	18	·	·
CC(C)c1ccc(N=C2N=C(N)c3ccccc32)cc1	13	-0.1	-4	7	98	100	0	0	-2
Cc1[nH]nc(-c2ccc(OCc3cnn(-c4ccccc4)c3)c(C)c2O)c1Oc1ccccc1	5	-1.9	-10	2	109	108	3	-3	-2
COc1ccc(OC)c(NC(=S)N2CCN(c3ccccn3)CC2)c1	17	-0.7	3	6	97	94	0	3	-6
COc1ccc(CNC(=O)/C=C/C(=O)O)cc1	-4	0.1	10	7	99	101	1	4	-1
CCC(CO)Oc1cc(NC(=O)c2ccc(C)cc2)c2ncn(C(C)C)c2c1 (centres undefined)	5	·	6	1	102	102	0	11	·
Cc1cccc(NS(=O)(=O)c2cc(C(=O)N3CCOCC3)ccc2Cl)c1	4	-1.4	2	2	112	113	5	9	-2
COc1ccc(C(=O)Nc2cc(OC)cc3cccnc23)cc1	10	0.3	1	-15	101	91	0	5	-9
Cc1cc(NC(=O)CCSc2nc(-c3ccco3)cc(C(F)(F)F)n2)n(-c2ccccc2)n1	-1	-1.6	9	4	94	99	2	3	-3
COc1ccccc1S(=O)(=O)n1cc(Cc2ccccc2)c(N)n1	3	2.5	4	7	96	103	74*	4	-3
O=C1c2ccccc2NC(c2cccc(F)c2)N1Cc1ccccc1 (centres undefined)	27	-0.7	0	6	100	98	0	4	-1
COC(=O)c1ccc(OC)cc1OCC(=O)N1CCN(c2ccc(F)cc2)CC1	-17	0.5	-8	6	107	103	2	3	-3
CCOC(=O)c1ccc(CNC(=O)CSc2nnnn2-c2ccc(Cl)cc2)o1	0	-1.0	-7	-10	110	111	0	1	-2
COc1ccc2nc(/N=C/c3c(C)[nH]n(-c4ccc(C)cc4C)c3=O)sc2c1	4	-0.5	-1	0	82	89	0	0	0
CCCC(=O)Nc1ccc(C(=O)NNC(=S)NC(=O)c2ccc(Br)o2)cc1	0	-1.3	7	-6	101	101	1	-1	3
CCOC(=O)N1CCC(NC(=O)c2ccc3c(c2)N(C)CCS3)CC1	7	·	8	3	99	101	3	6	1
Cc1ccc(SC(C)C(=O)N2CCC(C(N)=O)CC2)cc1 (centres undefined)	1	-0.1	4	-1	100	107	0	7	2
O=C(Nc1ccc2c(c1)OCO2)c1cccs1	7	1.0	-8	-2	94	102	1	-4	2
Cc1nc2ccc([N+](=O)[O-])cc2c(=O)n1Cc1ccc([N+](=O)[O-])cc1	21	2.4	-10	5	104	100	0	1	-2
COc1ccccc1NCC(=O)N1CCN(S(=O)(=O)c2ccccc2)CC1	-8	·	9	3	99	98	0	5	·
CCCCN(C(=O)CSc1nnnn1-c1ccccc1OC)C1CCS(=O)(=O)C1 (centres undefined)	0	-0.3	-2	1	90	98	0	-4	-3
O=C(c1ccc(CS(=O)(=O)c2ccc(Br)cc2)o1)N1CCCCCC1	34	-1.5	0	1	99	105	1	4	3
Cc1ccc(CN2CCNC(=O)C2CC(=O)NCCCn2cccn2)o1 (centres undefined)	18	1.3	4	-6	99	101	1	2	2
Oc1oc(-c2ccccc2)nc1/C=N/c1nccs1	4	-9.2	2	2	99	102	8	8	10
CC1(C)Oc2ccc3ccc(=O)oc3c2/C(=C/NCCN/C=C2\C(=O)C(C)(C)Oc3ccc4ccc(=O)oc4c32)C1=O	0	0.7	2	0	98	88	5	8	2

Part of the list above in order of number of heavy atoms, highest first.
SMILES	VLA-4 inh	MEX-5 binding	MCL1-BIM inh	GLD-1 TGE inh	CIT2 TOR yeast	AGP1-GFP MLPCN	GRK2 inh	BCLXL inh	Fam108B inh
Cc1[nH]nc(-c2ccc(OCc3cnn(-c4ccccc4)c3)c(C)c2O)c1Oc1ccccc1	5	-1.9	-10	2	109	108	3	-3	-2
Cc1cc(NC(=O)CCSc2nc(-c3ccco3)cc(C(F)(F)F)n2)n(-c2ccccc2)n1	-1	-1.6	9	4	94	99	2	3	-3
COC(=O)c1ccc(OC)cc1OCC(=O)N1CCN(c2ccc(F)cc2)CC1	-17	0.5	-8	6	107	103	2	3	-3
CCOC(=O)c1ccc(CNC(=O)CSc2nnnn2-c2ccc(Cl)cc2)o1	0	-1.0	-7	-10	110	111	0	1	-2
CCCC(=O)Nc1ccc(C(=O)NNC(=S)NC(=O)c2ccc(Br)o2)cc1	0	-1.3	7	-6	101	101	1	-1	3
Cc1cccc(NS(=O)(=O)c2cc(C(=O)N3CCOCC3)ccc2Cl)c1	4	-1.4	2	2	112	113	5	9	-2
COc1ccc(C(=O)Nc2cccnc2Sc2ccc(Cl)cc2)cc1	2	1.1	11	2	88	102	2	8	-5
COc1ccccc1S(=O)(=O)n1cc(Cc2ccccc2)c(N)n1	3	2.5	4	7	96	103	74*	4	-3
COc1ccc(C(=O)Nc2cc(OC)cc3cccnc23)cc1	10	0.3	1	-15	101	91	0	5	-9
Cc1ccc(SC(C)C(=O)N2CCC(C(N)=O)CC2)cc1 (centres undefined)	1	-0.1	4	-1	100	107	0	7	2
CCSc1nnc2nc3[nH]c4c(C)cccc4c3nn12	33	-1.3	2	-1	104	105	0	5	2
Oc1oc(-c2ccccc2)nc1/C=N/c1nccs1	4	-9.2	2	2	99	102	8	8	10
O=C(Nc1ccc2c(c1)OCO2)c1cccs1	7	1.0	-8	-2	94	102	1	-4	2

Additional records follow:
SMILES	VLA-4 inh	MEX-5 binding	MCL1-BIM inh	GLD-1 TGE inh	CIT2 TOR yeast	AGP1-GFP MLPCN	GRK2 inh	BCLXL inh	Fam108B inh
CCC1CCCCN1CCCNC(=O)c1ccc2c(c1)N(Cc1ccc(F)cc1)C(=O)c1ccccc1S2=O (centres undefined)	9	-1.2	-10	-1	94	93	0	-7	0
COc1ccc(N(C(=O)CNC(=O)c2ccco2)C(C(=O)NC2CCCC2)c2cccnc2)cc1 (centres undefined)	2	1.6	-1	4	101	97	0	0	5
O=c1c(-c2ccccc2)coc2cc(O)ccc12	15	-1.9	-5	2	88	95	0	-6	1
COc1ccc(CC(C)N2CCN(c3cccc(C(F)(F)F)c3)CC2)cc1OC (centres undefined)	38	2.4	1	-1	101	100	0	7	4
S=C(NCCCNC(=S)Nc1ccccc1)Nc1ccccc1	11	-0.7	8	-3	103	92	5	2	3
Cc1cccc(Cl)c1OCCCCn1ccnc1	-1	-0.2	1	7	99	102	1	3	1
COC(=O)CCC(=O)N1CCCC(CO)(Cc2ccccc2F)C1 (centres undefined)	1	-0.6	-11	7	90	90	0	0	-8
CCN(CC)C(=O)CSc1nc2sc(C)c(C)c2c(=O)[nH]1	-12	-1.2	-1	-6	103	94	2	-4	-11
CCOC(=O)CC1COCCN1C(=O)c1cc(COc2ccc(F)cc2Cl)on1 (centres undefined)	-3	2.5	-4	7	94	99	0	1	1
CCc1nc(Cl)c(C#N)c2c1CSC(C)(C)C2	11	-0.8	5	0	108	99	0	3	-4
Cc1nnc(SCC(=O)N2CCC(Cc3ccccc3)CC2)n(N)c1=O	18	1.1	-1	1	107	110	2	0	-2
O=C(COC(=O)c1cn(-c2ccccc2)nc1-c1ccccc1)Nc1ncc(Cl)cc1Cl	-5	-7.9	23	13	104	104	7	27	-5
O=C(/C=C/c1ccc(Br)o1)NC(c1ccccc1)c1ccccc1	10	2.4	-17	-4	108	100	7	-3	1
CCc1n[nH]c(=S)n1/N=C/c1c(C)nn(-c2ccccc2)c1Cl	0	1.9	-14	-2	96	111	0	-28	6
CC(=O)Nc1ccc2c(c1)ncn2-c1ccc(C)cc1	-6	·	-1	0	101	109	0	5	2
COc1ccc(N2CCN(C(=S)Nc3ccc(F)cc3)CC2)cc1	8	2.0	-5	2	101	81	0	0	6
CCCCNC(=O)COC(=O)c1ccc(Cl)c(S(N)(=O)=O)c1	12	·	1	11	105	106	0	4	-1
O=C(Nc1cccc(Cl)c1)c1ccc(S(=O)(=O)NCC2CCCO2)cc1 (centres undefined)	-10	-2.2	8	1	109	104	0	5	-1
COc1ccc(CCN2CC(C(=O)Nc3cc(F)ccc3F)CC2=O)cc1OC (centres undefined)	-1	0.4	5	5	102	103	0	5	-2
Clc1cccc(Cl)c1Cn1ccc(C2CC2)n1	-2	-1.6	4	5	95	102	0	6	1
Cc1nn(C)c(C)c1NC(=O)COc1ccc(Cl)cc1	12	·	4	2	100	104	0	0	·
Cc1csc(SCC(=O)Nc2ccccc2[N+](=O)[O-])n1	-6	-0.8	5	2	94	98	0	1	3
O=C(NCCn1c(-c2ccncc2)nc2ccccc21)[C@H]1CCCN1c1nc(CN2CCCCC2)cs1	4	-2.0	-1	12	79	83	0	0	-3
COc1ccc(Cn2c(O)c(C=Nc3ccc(O)cc3)c3ccccc3c2=O)cc1	-15	-7.6	-11	15	107	101	3	3	31*
Cc1cc(C)cc(OCC(=O)Nc2ccc3c4c(cccc24)CC3)c1	-1	1.2	-1	-1	105	112	1	-1	7
O=c1c2cc(Cl)cc(Cl)c2nc2n1CCC2	4	-1.1	-1	9	94	100	0	6	-7
O=C(c1cnn(C(=O)CN2CCCC2=O)c1)c1ccccc1O	-16	·	-5	-2	100	103	3	-2	·
CCOc1ccc(/C=c2\sc3nc(-c4ccco4)nn3c2=O)cc1OCC	3	-31*	28	-7	102	100	1	14	0
COc1ccc(NC(=O)COC(=O)CCc2ccc(S(=O)(=O)N3CCOCC3)cc2)c(OC)c1	-5	·	·	-1	103	103	1	·	·
CCCCNC(=S)NCC(c1ccccc1)c1c[nH]c2ccccc12 (centres undefined)	27	-0.1	4	4	107	107	0	9	4
O=C(Nc1ccccc1C(=O)NCC1CCCO1)c1ccccc1 (centres undefined)	11	1.7	4	-6	102	102	0	4	2
Cc1cc(C)c2c(CN3CCN(Cc4ccc5c(c4)OCO5)CC3)cc(=O)oc2c1	-7	-0.4	6	3	94	94	1	4	3
CC1(C)CC(=O)C(/C=N/c2ncccc2C(=O)O)=C(O)C1	8	0.8	12	3	97	94	1	4	-4

Source: PubChem
